HT1080 IDH1KD tx: HT-1080 IDH1 knockdown cell toxicity (counter line); AID 686971; 360,000 compounds, 2% hits; Potency, µM (highest dose often 46.1 µM), inactives show at the highest dose activity, negative = toxicity, actives largely listed as cytotoxic; HT-1080 IDH1 knockdown viability, ATP luminescence, 48 h;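 further: potency means the concentration at half of the fitted maximal effect; 0% = DMSO wells and -100% = cell-free medium wells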
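IDH1KD HT-1080 cells, 750/well, RPMI + 5% FBS; compound pinned after 2 h settling; 48 h, 37 °C; CellTiter-Glo luminescence; % activity normalised to DMSO and no-cell wells; curves fitted, classed by r2 and efficacy.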
MCF10A rereplic: DNA re-replication induction in MCF 10a cells; MCF 10A DNA re-replication, Hoechst nuclear intensity, 48 h; Potency, µM (top dose mostly 46.1 µM), inactives show at the highest dose activity, positive = re-replication, hits mostly activators; 350,000 compounds, 2.9% hits; further: potency means the concentration at half of the fitted maximal effect; % of control where 0% means no effect; nearly all actives have a fitted effect of over 50% in size
KB-V1 MDR tox: kills drug-selected multidrug resistant KB-V1 cells | KB-V1 MDR cells viability, CellTiter-Glo, 72 h | 400,000 compounds, 3.4% hits | Potency, µM (highest dose often 46.1 µM), inactives show at the highest dose activity change, negative = cytotoxicity, hits mostly cytotoxic | AID 1347076; further: potency means the concentration at half of the fitted maximal effect; on the % scale 0 is the no-effect control and ±100 the full control effect; nearly all actives have a fitted effect of over 60% in size
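Cells of the MDR subline KB-V1 are plated, dosed with compound at multiple concentrations, and incubated 72 h at 37 degrees C; CellTiter-Glo is then added and luminescence read after 10 min.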
IL1B secr inh: inflammasome signaling inhibition, IL-1 beta readout; THP-1 LPS/ATP IL-1B secretion, AlphaLISA, 16 h; active compounds read low; activity change, % at 57.5 µM; 360,000 compounds, 4.7% hits; in the data active means activity change below about -50%; inconclusive means mostly about -30% to -49%; further: on the % scale 0 is the no-effect control and ±100 the full control effect
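Secreted IL-1B measured by AlphaLISA bead assay after 16 h compound exposure of THP-1 cells; compounds (final up to 57.5 uM) added 1 h before LPS (250 ng/mL) and ATP (1.25 mM) stimulation; lower signal means less secretion.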
WRN helicase inh: inhibitors of human WRN helicase. Q14191. WRN helicase unwinding, fluorescent forked duplex, kinetic. Potency, µM (highest dose often 114 µM), without a hit: top-dose activity change, negative = inhibition, hits mostly inhibitors. 360,000 compounds, 0.46% hits; further: potency means the concentration at half of the fitted maximal effect; on the % scale 0 is the no-effect control and ±100 the full control effect; nearly all actives have a fitted effect of over 55% in size
Target sequence (Q14191 whole entry, looked up): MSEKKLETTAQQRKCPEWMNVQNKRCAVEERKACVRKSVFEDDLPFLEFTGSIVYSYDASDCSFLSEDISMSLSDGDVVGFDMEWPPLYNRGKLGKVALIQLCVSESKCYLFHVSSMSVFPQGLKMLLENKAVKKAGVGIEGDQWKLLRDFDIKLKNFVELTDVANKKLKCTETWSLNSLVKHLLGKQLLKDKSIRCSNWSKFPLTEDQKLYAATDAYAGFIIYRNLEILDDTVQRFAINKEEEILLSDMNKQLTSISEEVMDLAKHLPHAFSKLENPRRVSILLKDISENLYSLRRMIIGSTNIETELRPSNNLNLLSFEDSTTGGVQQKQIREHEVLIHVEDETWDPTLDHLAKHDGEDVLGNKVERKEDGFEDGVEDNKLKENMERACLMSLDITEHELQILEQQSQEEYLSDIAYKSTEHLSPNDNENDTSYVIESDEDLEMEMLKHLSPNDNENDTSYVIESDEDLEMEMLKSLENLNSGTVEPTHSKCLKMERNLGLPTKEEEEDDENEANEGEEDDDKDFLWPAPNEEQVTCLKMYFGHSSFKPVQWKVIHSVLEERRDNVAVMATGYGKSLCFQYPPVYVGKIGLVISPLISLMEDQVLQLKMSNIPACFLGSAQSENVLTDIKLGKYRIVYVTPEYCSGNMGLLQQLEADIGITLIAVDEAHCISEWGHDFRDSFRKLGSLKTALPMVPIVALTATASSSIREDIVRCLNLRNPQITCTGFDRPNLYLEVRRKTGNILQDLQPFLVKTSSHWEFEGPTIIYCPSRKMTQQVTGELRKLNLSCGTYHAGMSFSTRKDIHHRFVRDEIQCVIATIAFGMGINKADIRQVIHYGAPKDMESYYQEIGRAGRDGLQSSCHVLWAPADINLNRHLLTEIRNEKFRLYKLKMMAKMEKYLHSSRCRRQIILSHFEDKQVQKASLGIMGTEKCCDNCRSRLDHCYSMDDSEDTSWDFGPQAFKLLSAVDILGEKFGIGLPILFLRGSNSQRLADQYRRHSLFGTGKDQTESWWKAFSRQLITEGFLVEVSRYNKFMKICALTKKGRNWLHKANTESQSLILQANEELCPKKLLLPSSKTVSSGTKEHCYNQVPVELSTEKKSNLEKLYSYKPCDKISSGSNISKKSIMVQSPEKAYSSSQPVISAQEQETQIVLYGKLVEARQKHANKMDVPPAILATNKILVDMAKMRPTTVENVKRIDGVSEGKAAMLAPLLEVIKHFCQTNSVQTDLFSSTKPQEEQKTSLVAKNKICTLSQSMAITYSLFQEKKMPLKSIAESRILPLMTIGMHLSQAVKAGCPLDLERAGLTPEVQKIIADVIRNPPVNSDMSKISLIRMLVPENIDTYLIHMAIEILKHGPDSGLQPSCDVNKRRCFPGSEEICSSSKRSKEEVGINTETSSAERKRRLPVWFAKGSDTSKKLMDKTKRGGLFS
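Fluorescence dequenching readout, ex 525 nm/em 598 nm, kinetic mode: forked duplex DNA (100 nM final) with adjacent fluorophore and quencher unwound by WRN (20 nM final) with 2 mM ATP. Compound preincubation 15 min, room temperature.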
ATXN2 expr inh: ATXN2 expression inhibition; HEK-293 ATXN2-luciferase reporter, luminescence, 24 h; Potency, µM (series often up to 57 µM), for inactives: top-dose activity change, negative = inhibition, most hits filed as inhibitors; 360,000 compounds, 0.72% hits; AID 1745845; further: potency means the concentration at half of the fitted maximal effect; on the % scale 0 is the no-effect control and ±100 the full control effect; nearly all actives have a fitted effect of over 55% in size
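qHTS (up to 57 uM final) was run with 24 h compound exposure of reporter cells at 37 °C. Each well was multiplexed: SteadyGlo luminescence measured ATXN2-luciferase expression after a fluorogenic Gly-Phe-AFC viability readout (25 uM final).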
HT1080-NT tox: kills 2HG-producing HT-1080-NT fibrosarcoma cells; HT-1080-NT fibrosarcoma viability, CellTiter-Glo ATP luminescence, 48 h; Potency, µM (series often up to 46.1 µM), for the others: at the top dose activity, negative = less viability, hits mostly cytotoxic; 360,000 compounds, 1.6% hits; AID 686970;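 further: NT is the 2HG producing partner of a matched IDH1 knockdown line; potency means the concentration at half of the fitted maximal effect; 0% = DMSO-treated cells and -100% = media-only wells without cells; nearly all actives have a fitted effect of over 55% in size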
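HT-1080-NT; 750 cells/well; 5% FBS RPMI; 48 h compound, 37 degrees C; CellTiter-Glo luminescence; curve fitting and curve-class assignment.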
KB-3-1 cytotox: KB-3-1 parental cell cytotoxicity; KB-3-1 viability, CellTiter-Glo ATP luminescence, 72 h; Potency, µM (series often up to 46.1 µM), without a hit: at the top dose activity change, negative = cytotoxic, most hits filed as cytotoxic; 400,000 compounds, 1.4% hits; AID 1347075; further: potency means the concentration at half of the fitted maximal effect; on the % scale 0 is the no-effect control and ±100 the full control effect; nearly all actives have a fitted effect of over 60% in size
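Parental KB-3-1 adenocarcinoma cells in phenol-red-free DMEM with 10% FBS were pin-treated with compounds at several concentrations, incubated 72 h at 37 °C, and viability read by CellTiter-Glo luminescence; concentration-effect curves were fitted after normalization.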
SW480 rereplic: inducers of DNA re-replication in SW480 colon cancer cells; SW480 DNA re-replication, Hoechst DNA content imaging, 48 h; Potency, µM (top dose mostly 46.1 µM), for the others: at the highest dose re-replication activation, usual class: activators; 340,000 compounds, 1.8% hits; further: potency means the concentration at half of the fitted maximal effect; % of control where 0% means no effect; nearly all actives have a fitted effect of over 55% in size
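Quantitative HTS format with DMSO vehicle controls; 48 hr drug incubation at 37 C, then 40 min Hoechst staining and scanning imager measurement at 405 nm excitation.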
An asterisk follows results filed as active; ? = inconclusive; nt = no result given; [ ] = another dose, or the depositor's remark. Unless noted, the call rests on the fitted dose curve; in most records, active means well fitted curve in the direction sought with a large enough effect; inconclusive means small, poorly fitted or top-dose-only effect, or another doubt; inactive means no such curve, though single readings can be large; an effect the other way counts as inactive or inconclusive.

SMILES	HT1080 IDH1KD tx	MCF10A rereplic	KB-V1 MDR tox	IL1B secr inh	WRN helicase inh	ATXN2 expr inh	HT1080-NT tox	KB-3-1 cytotox	SW480 rereplic
Cc1ccc(S(=O)(=O)N2CCCCC2CCNC(=O)C(=O)NC2CC2)cc1 (stereo unspecified)	0%	7%	8.2µM*	0	4%	2%	-3%	-7%	4%
C=CCn1c(CCc2ccc(OC(C)C)cc2)n[nH]c1=S	1%	18%	-20%	33	-1%	nt	9%	-15%	-4%
O=C(CN1CCc2ccccc2C1)Nc1ccc(OC(F)(F)F)cc1	-21%	4%	9%	-65*	-5%	-18%	-8%	-10%	14%
Cc1c(C(=O)N2CCCCC2)c(S(=O)(=O)Nc2cccc(Br)c2)c(C)n1C	-14%	-1%	1%	-12	1%	13%	-7%	-3%	-1%
Cc1cccc(-c2cccc(NC(=O)C3CCCN(C(=O)c4cccnc4)C3)c2)c1 (stereo unspecified)	-12%	2%	?	-6	-3%	-29%	3%	12%	?
Cc1nn(CC(=O)Nc2ccc(Cl)cn2)c(C)c1[N+](=O)[O-]	-4%	11%	-8%	-12	-9%	0%	-9%	-4%	3%
CCOC(=O)C1CCCN(c2c(NCc3ccco3)c(=O)c2=O)C1 (stereo unspecified)	2%	8%	?	22	-10%	-7%	-5%	16%	15%
COc1ccc(-c2cc(C(=O)NCc3ccc(Cl)cc3)no2)cc1OC	-1%	-8%	3%	-3	-2%	-23%	22%	0%	-14%
CCN1CCn2c1nc(N1CCOCC1)nc2=O	22%	20%	-4%	15	-5%	-8%	2%	3%	-3%
COc1ccc(C(=O)NNC(=O)COc2ccc(Cl)cc2)c(OC)c1	7%	7%	nt	-11	-19%	-4%	1%	nt	-1%
CCOC(=O)C1(CCOc2ccccc2)CCN(CC=C(C)C)CC1	-2%	16%	-7%	-9	17%	-22%	0%	-14%	-2%
CN(Cc1nc(-c2ccncc2)no1)S(=O)(=O)c1ccc(Br)cc1	-2%	-5%	15µM*	11	5%	-4%	-1%	-6%	-5%
COc1ccc(NC(=O)c2c(N)no[n+]2[O-])c(OC)c1	-8%	-1%	1%	-4	2%	-7%	0%	10%	-5%
CCOc1ccc(CSC2=NCCN2)cc1[N+](=O)[O-]	?	?	?	-61*	-15%	-23%	-29%	?	?
COc1ccc(NC(=O)c2cccnc2Sc2ccccc2)c(OC)c1	22%	-3%	2%	3	2%	1%	11%	-1%	-3%
CCOC(=O)CNC(=O)Cn1cnc2sc(C)c(S(=O)(=O)N3CCC(C)CC3)c2c1=O	15%	-1%	10%	29	-5%	-1%	18%	11%	-3%
Cc1ccc2c3c(c(SCC(=O)Nc4nonc4C)nc2c1)CCCC3	17%	?	0%	17	-3%	-20%	-2%	-1%	7%
N/C(=N\OC(=O)c1ccc(Cl)cc1)c1ccc(Cl)cc1	12%	0%	0%	12	-6%	39%[activator]	22%	7%	1%
COc1ccc(/C=C/C(=O)Nc2ccccc2C)cc1S(=O)(=O)N1CCOCC1	-1%	4%	0%	-24	-7%	nt	13µM*	?	2%
NC(=O)CSc1n[nH]c(=O)n1CCc1ccccc1	14%	1%	25%	5	17%	21%	21%	7%	1%
CCOc1cc(C)c(Cl)cc1S(=O)(=O)NCc1ccco1	-5%	-3%	0%	-18	-1%	-9%	-3%	0%	8%
Cc1ccccc1NC(=O)c1ccco1	11%	?	-2%	10	-2%	-48%	12%	11%	-13%
CN(C)c1nc(N(C)C)n(C(=O)c2ccc(F)cc2)n1	4%	10%	7%	-3	6%	-2%	4%	-5%	-22%
C=CCNc1nc(Nc2ccc(OC)cc2OC)nc(OCC)n1	-18%	19%	-18%	6	-2%	14%	-6%	-9%	0%
COc1ccc(C(=O)O)cc1S(=O)(=O)NCCc1ccccn1	20%	-10%	25%	22	2%	1%	25%	9%	-3%

Further compounds:
SMILES	HT1080 IDH1KD tx	MCF10A rereplic	KB-V1 MDR tox	IL1B secr inh	WRN helicase inh	ATXN2 expr inh	HT1080-NT tox	KB-3-1 cytotox	SW480 rereplic
CCOc1cnn(-c2cc(Oc3ccc(C)cc3)ncn2)c(=O)c1Cl	9%	-4%	-27%	-1	0%	3%	9%	8%	-1%
COc1ccc(NC(=O)CCN=C2NS(=O)(=O)c3ccccc32)cc1S(=O)(=O)N(C)C	0%	-1%	0%	7	8%	nt	6%	-1%	-6%
COC(=O)c1sccc1N/N=C(\C)c1ccc(F)c(Cl)c1	3%	6%	4%	13	4%	19%	2%	-18%	-17%
Cc1cc(C)c2cc(CN(CCO)Cc3nnnn3Cc3ccc(F)cc3)c(=O)[nH]c2c1	-2%	-6%	?	-13	-24%	-14%	-1%	22%	-7%
CCCc1nnc(NC(=O)CCC(=O)N2CCN(S(=O)(=O)c3ccc(F)cc3)CC2)s1	?	5%	6%	69	-2%	0%	0%	15%	-4%
O=S(=O)(Nc1ccc(OC(F)(F)F)cc1)c1cccc2nonc12	-23%	-1%	-4%	1	-10%	-11%	-15%	-2%	-10%[9.22 µM]
CC1=[N+](C)N(c2ccccc2)C(=O)C1N=Cc1c(Cl)cccc1Cl (stereo unspecified)	9%	1%	?	12	-6%	3%	8%	19%	3%
COc1ccc(C)cc1NCc1ccc([N+](=O)[O-])cc1	2%	0%	-22%	6	-2%	-20%	6%	1%	-3%
CCCCC(=O)N(C)c1c(CC)nc2c(OCc3ccc(C(F)(F)F)cc3)cccn12	?	nt	-7%	?	-6%	?	?	?	nt
Cc1ccc(N2CC(C(=O)NCc3cccs3)CC2=O)cc1 (stereo unspecified)	-3%	-167%[0.0737 µM]	-1%	-12	-7%	4%	18%	0%	?
CN(C(=O)COC(=O)CCC(=O)c1ccc(Cl)cc1)c1c(N)n(Cc2ccccc2)c(=O)[nH]c1=O	-2%	8%	?	3	-6%	-11%	2%	-1%	-6%
Cc1cc(C)cc(NC(=O)C2CCN(c3cnccn3)CC2)c1	0%	?	26%	?	6%	-13%	4%	-18%	-36%
Cc1ccc(NC(=O)CN2C(=O)COc3ccc(S(=O)(=O)N4CCCC4)cc32)c(C)c1	6%	-1%	0%	-12	0%	8%	-1%	-4%	-8%
Cc1ccccc1-c1cc(C(=O)NCc2cccs2)nn1CC1CC(c2cccc([N+](=O)[O-])c2)=NO1 (stereo unspecified)	-9%	67%	-9%	-21	5%	-14%	-1%	-15%	-21%
Cn1c(=O)c2c(ncn2CC(=O)OCC(=O)Nc2cccc(C#N)c2)n(C)c1=O	7%	nt	23%	6	3%	nt	6%	11%	nt
Cc1cc(C#N)c(C)n1-c1cc(S(=O)(=O)N2CCOCC2)ccc1N1CCCC1	-5%	0%	-1%	-9	-9%	-11%	-2%	0%	-1%
Cc1ccc(C(=O)Nc2ccc(F)cc2)cc1NC1=NC2CS(=O)(=O)CC2S1 (stereo unspecified)	4%	-3%	?	14	-1%	6%	9%	16%	0%
CCOc1ccc(C2C(C(=O)c3ccco3)=C(O)C(=O)N2CCCn2ccnc2)cc1OCC (stereo unspecified)	12%	4%	?	9	4%	2%	14%	-20%	-13%
COc1ccc(-c2cc3c(=O)n(CC(=O)NCc4ccc(Cl)cc4)ncn3n2)cc1	3%	-5%	26%	20	-9%	13%	-1%	12%	-8%
O=C1N/C(=N/O)S/C1=C\c1ccccc1-n1cccn1	-2%	-4%	0%	-4	-7%	-18%	-2%	-1%	0%
O=C(O)/C=C/c1cnc2ccccc2c1	16%	-2%	-8%	17	8%	-3%	18%	15%	-69%[inhibitor]
O=C1NC2(CCCCCC2)C(=O)N1Cc1cccc(Cl)c1	-17%	1%	-7%	27	8%	-8%	6%	3%	-4%
COc1ccc(-n2c(Cc3cccn3C)nnc2SCC(=O)NCCc2ccccc2)cc1	1%	8%	9.2µM*	-7	-5%	3%	6%	-5%	3%
O=C(NCCCn1ccnc1)c1cc2c(s1)CCCCC2	2%	-17%	0%	50	8%	27%	6%	11%	-5%
CCOc1ccc(S(=O)(=O)Nc2ccc(C(=O)NCC(c3ccccc3)N(C)C)cc2)cc1 (stereo unspecified)	4%	0%	18%	0	-12%	9%	-2%	4%	-3%

Next part.
SMILES	HT1080 IDH1KD tx	MCF10A rereplic	KB-V1 MDR tox	IL1B secr inh	WRN helicase inh	ATXN2 expr inh	HT1080-NT tox	KB-3-1 cytotox	SW480 rereplic
Cc1ccc(NCC(=O)N/N=C/c2ccc(OC(=O)c3ccco3)cc2)cc1	?	1%	18%	-2	-6%	2%	?	8%	6%
COc1ccc(OC)c(C2c3c(oc4ccccc4c3=O)C(=O)N2CCCN(C)C)c1 (stereo unspecified)	20%	-2%	14%	1	-5%	2%	?	8%	-4%
O=C(CCCc1ccccc1)NCCC1=CCCCC1	6%	10%[9.22 µM]	0%	4	-2%	10%	-2%	17%	6%
O=C(CN(Cc1ccc(F)cc1)C(=O)Cn1nnc2ccccc21)NCC1CCCO1 (stereo unspecified)	1%[9.24 µM]	?	-3%	12	-2%[57.1 µM]	0%	-3%	14%	2%
O=C(N[C@@H](Cc1ccccc1)C(=O)OCc1ccccc1)c1nc[nH]c1C(=O)NCc1ccccc1	-14%	10%	-8%	10	-36%	5%	?	-3%	1%
N/C(=N\OC(=O)Cc1ccc(Cl)cc1)c1cccnc1	-5%	-17%	12%	-18	8%	19%	-4%	-3%	3%
Cc1sc(NC(=O)c2cccs2)c(C(N)=O)c1C	-20%	19%	-4%	-59*	-21%	64%[activator]	6%	9%	-5%
